Source: PubChem BioAssay (Johns Hopkins Ion Channel Center)
KCNK3 block = human KCNK3 channel inhibition, primary screen; CHO-KCNK3 thallium flux, FluxOR fluorescence; stronger effect = lower value; hit rate 0.84% among 340,000; B-score at 10 µM; O14649; AID 602410;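 active = B-score under library mean minus 4 SD, starting fluorescence ratio at most library mean plus 5 SD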;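 note: more negative B-score means stronger inhibition of thallium flux through KCNK3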
Target sequence (O14649 whole entry, looked up): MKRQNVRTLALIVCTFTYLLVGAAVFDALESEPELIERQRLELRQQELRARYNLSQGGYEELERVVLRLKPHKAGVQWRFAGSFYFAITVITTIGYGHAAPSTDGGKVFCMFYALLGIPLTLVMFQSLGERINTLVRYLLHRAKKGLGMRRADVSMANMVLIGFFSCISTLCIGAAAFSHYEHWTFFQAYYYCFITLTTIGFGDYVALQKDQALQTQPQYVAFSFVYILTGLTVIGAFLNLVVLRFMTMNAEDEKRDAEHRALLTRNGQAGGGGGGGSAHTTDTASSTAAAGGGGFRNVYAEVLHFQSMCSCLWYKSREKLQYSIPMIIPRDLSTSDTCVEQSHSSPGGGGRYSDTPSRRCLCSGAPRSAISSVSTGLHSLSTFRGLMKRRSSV
ANO1 activ = activators or potentiators of mouse TMEM16A chloride channel. Q8BHY3. HEK293 TMEM16A/YFP-H148Q/I152L, iodide quench fluorescence; stronger effect = lower value. B-score at 10 µM. hit rate 0.3% among 340,000. AID 623877;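 active = fluorescence-ratio B-score plate-corrected deviation score at least 3 library SD below zero, with starting fluorescence score within 5 deviations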;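 note: channel opened by trigger with iodide after compound preincubation; score built on the fluorescence ratio of max minus min over baseline; more negative score means more quench and so TMEM16A activation or potentiation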
* = called active by the depositor; i = inactive. Only part of the results is shown; count on the stated rates, not on these rows.

ANO1 activ | KCNK3 block | SMILES
i | i | CCN(CC(=O)Nc1ccccc1C(F)(F)F)C(=O)c1ccc(N2CCCC2=O)cc1
i | i | COc1cc(C)ccc1OC(C)C(=O)Nc1ccc(N2CCCCC2)cc1 (configuration not stated)
i | i | C/C(=C/CCC(C)(O)C1CC[C@@]2(C)[C@@H]3CC=C4[C@@H](CC[C@H](O[C@H]5O[C@@H](CO)[C@H](O)[C@@H](O)[C@@H]5O)C4(C)C)[C@]3(C)C(=O)C[C@]12C)CO[C@@H]1O[C@H](CO)[C@@H](O)[C@H](O)[C@H]1O (some centres not stated)
i | i | O=C(O)c1cc(=O)[nH]c2ccccc12
i | i | Cc1ccc(S(=O)(=O)N(C)C)cc1NC(=O)CSc1nc2ncc(Cl)cc2[nH]1
i | i | Cc1noc(C)c1NC(=O)N(C)C[C@H]1Oc2c(NC(=O)Cc3ccccc3)cccc2C(=O)N([C@H](C)CO)C[C@@H]1C
i | i | CCN(C(=O)COC(=O)c1ccc[nH]c1=O)c1cccc2ccccc12
i | i | Cc1ccc(C)c(S(=O)(=O)N2CCN(CC(=O)NC(C)c3ccccc3)CC2)c1 (configuration not stated)
i | i | Cc1nn(-c2ccccc2)c2c1C(c1ccc(Br)s1)C(C#N)=C(N)O2 (configuration not stated)
i | i | c1cc(CNCCNCc2ccncc2)ccn1
i | i | O=C1c2ccccc2C(=O)N1CCC#Cc1ccc2cc(CCCO)oc(=O)c2c1
i | i | C#CCOCCOCCOCCNc1nc(N2CCN(C(=O)Cn3cc(CCO)nn3)CC2)nc(N2CCN(C(=O)Cn3cc(CCCN=C(N)N)nn3)CC2)n1
i | i | O=C(Cn1cc(C(F)(F)F)ccc1=O)NCC1CCCO1 (configuration not stated)
i | i | C[C@H](NS(=O)(=O)c1ccccc1F)C(=O)OCC(=O)Nc1ccc2c(c1)OCCO2
i | i | CCC(C)Sc1cccc(-c2nc3cnccn3c2NC2CCCCC2)c1 (configuration not stated)
i | i | Cc1ccccc1CCNC(=O)c1ccc(Cl)c(S(=O)(=O)N2CC(C)OC(C)C2)c1 (configuration not stated)
i | i | COc1ccc(F)cc1CN1CCN(CC(=O)Nc2ccccc2C(=O)NC2CC2)CC1
i | i | COc1ccc(-c2csc(NC(=O)CSC(C)C(=O)Nc3cc(C)on3)n2)cc1OC (configuration not stated)
i | i | COc1ccc(C(=O)NCc2ccccc2C)cc1S(=O)(=O)NC1CCCC1
i | i | COc1cccc(-c2nn(-c3ccc(C)cc3)cc2C(=O)N(C)CC(=O)Nc2cccc(F)c2)c1
i | i | CCOc1ccc(NC(C)=O)cc1N
i | i | COc1ccc(CCn2c(=O)c3cccnc3n(Cc3ccc([N+](=O)[O-])cc3)c2=O)cc1OC
i | i | NC(=O)C1CCN(C(=O)c2cc(-c3ccc(Cl)s3)nc3ccccc23)CC1
i | i | Cc1sc2ncn(CC(=O)NC3CCCCC3)c(=O)c2c1C

Retrieved by compound from the list above:
ANO1 activ | KCNK3 block | SMILES
i | i | CCN(CC(=O)Nc1ccccc1C(F)(F)F)C(=O)c1ccc(N2CCCC2=O)cc1
i | i | CCOc1ccc(NC(C)=O)cc1N
i | i | Cc1ccccc1CCNC(=O)c1ccc(Cl)c(S(=O)(=O)N2CC(C)OC(C)C2)c1 (configuration not stated)
i | i | COc1ccc(CCn2c(=O)c3cccnc3n(Cc3ccc([N+](=O)[O-])cc3)c2=O)cc1OC
i | i | C#CCOCCOCCOCCNc1nc(N2CCN(C(=O)Cn3cc(CCO)nn3)CC2)nc(N2CCN(C(=O)Cn3cc(CCCN=C(N)N)nn3)CC2)n1

Later entries
ANO1 activ | KCNK3 block | SMILES
i | i | O=C(C1CCN(c2nnc(N3CCCC3=O)s2)CC1)N1CCN(Cc2ccc3c(c2)OCO3)CC1
i | i | CN(C(=O)CSc1nc2ccccc2o1)C1CCS(=O)(=O)C1 (configuration not stated)
i | i | CC(=O)NC(c1cc(Cl)c2cccnc2c1O)C(C)C (configuration not stated)
i | i | CCOC(=O)[C@@H]1[C@H]2COc3cc(OC)ccc3[C@@H]2N2C(=O)N(c3cccc(C)c3)C(=O)[C@]12C
i | i | COCCn1c(C)cc(C(=O)COC(=O)Cc2n[nH]c(=O)c3ccccc23)c1C
i | i | CN1c2ccccc2-c2ccccc2S1(=O)=O
i | i | Nc1cc(=O)[nH]c(SCC(=O)NC2CCCCCCC2)n1
i | i | CC(C)(C)OC(=O)NCC(=O)NNC(=O)C(C(=O)OCc1ccccc1)c1ccccc1 (configuration not stated)
i | i | COc1ccc(NC(=O)COC(=O)CCC(=O)c2cccs2)cc1OC
i | i | CN(Cc1cc(Cl)cc(Cl)c1O)Cc1c(O)ccc2ccccc12
i | i | CC(C)c1ccc(C2(C)NC(=O)N(CC(=O)N3CCN(C(=O)c4cccs4)CC3)C2=O)cc1 (configuration not stated)
i | i | O=C(CC(O)c1ccncc1)c1ccccc1O (configuration not stated)
i | i | C[C@@H](OC(=O)N(C)Cc1ccccc1)[C@H]1O[C@]2(C)CCCC[C@H]1O2
i | i | COc1cccc(C(=O)NC2C(=O)N3C(C(=O)O)=C(COC(C)=O)CSC23)c1 (configuration not stated)
i | i | O=C(NCc1ccccc1)c1ccc(Cl)c(S(=O)(=O)N2CCCC2)c1
i | i | Cc1c(Cl)cccc1NC(=O)CNC(=O)CCCc1nc2ccccc2c(=O)[nH]1
i | -12* | CC1=[N+](C)c2c(ccc3cccnc23)C1(C)C
i | i | O=C(O)CC1CCC1CC(=O)O (configuration not stated)
i | i | CCCn1nc(C(=O)NCC2COc3ccccc3O2)c2ccccc2c1=O (configuration not stated)
i | i | COC(=O)C=C1CCC2C3CCC4=CC(=O)C(Br)CC4(C)C3C(=O)CC12C (configuration not stated)
i | i | Cc1cc(C(=O)OCC(=O)NC(C)c2ccc(F)cc2)c(C)o1 (configuration not stated)
i | i | COc1ccccc1/C=C/C(=O)OCC(=O)NCc1ccc2c(c1)OCO2
i | i | COC(=O)c1ccc(CNC(=O)c2ccc(S(=O)(=O)N(C)c3ccccc3OC)cc2)cc1
i | i | COc1ccc(S(=O)(=O)N2CCOCC2)cc1NC(=O)c1ccc(S(=O)(=O)N(C)c2ccccc2OC)cc1
i | i | O=[N+]([O-])c1ccc(C=NNc2ccccc2)cc1
i | i | COc1ccc(CC(=O)OCC(=O)NCc2ccc(C)cc2)cc1OC
i | i | CN(C(=O)CSc1ncnc2ccccc12)C1CCCCC1
i | i | COc1ccc(NC(=O)c2ccc(S(=O)(=O)N3CC(C)CC(C)C3)cc2)cc1S(N)(=O)=O (configuration not stated)
i | i | CCOc1ncccc1C(=O)Nc1ccc2c(c1)OCCCO2
i | i | COc1cccc2c1C(CCCC(=O)O)CCC2 (configuration not stated)
i | i | Cc1ccc(C)c(OCC(=O)NNC(=O)c2ccc(=O)[nH]c2)c1
i | i | O=S(=O)(c1ccccc1)c1nc(-c2ccc(Cl)cc2)oc1NCCCN1CCOCC1
i | i | O=C(CNS(=O)(=O)c1ccc(Cl)cc1)NC1CCCCC1
i | i | O=C(COC(=O)C1CC2C=CC1C2)Nc1ccc([N+](=O)[O-])cc1 (configuration not stated)
i | i | CC(C)c1ccccc1NC(=S)NC(=O)C1CCCCC1
i | i | CC(=O)NC(c1cc(F)c2cccnc2c1O)C1CC1 (configuration not stated)
i | -8.8* | COc1ccccc1/C=C/C(=O)N1CCN(S(=O)(=O)c2cc(C)ccc2C)CC1
i | i | CCN(CC)C(=O)OCc1c(-c2cccc(OC)c2)ncc2ccccc12
i | i | O=C(COC(=O)c1ccc(S(=O)(=O)NCc2ccco2)cc1)Nc1ccccc1
i | i | CCCC(C)CO (configuration not stated)
i | i | O=C(O)c1cc([N+](=O)[O-])cc2ccccc12
i | i | CN(C)S(=O)(=O)c1ccc(Cl)c(NC(=O)CNC2(C)CCS(=O)(=O)C2)c1 (configuration not stated)
i | i | CN(C(=O)COC(=O)Cc1c[nH]c2ccccc12)c1c(N)n(Cc2ccccc2)c(=O)[nH]c1=O
i | i | CC(=O)c1ccccc1NC(=O)COC(=O)CN1C(=O)C2CCCCC2C1=O (configuration not stated)
i | i | CN(CC(=O)Nc1c(Cl)cccc1Cl)C(=O)CCC(=O)c1ccccc1
i | i | Cc1ccc(NC(=O)NC(=O)COc2c(F)c(F)cc(F)c2F)c(C)c1
i | i | COc1ccc(CCC(=O)OCC(=O)N2CCN(S(=O)(=O)c3ccc(C)cc3C)CC2)cc1
i | i | CCC1CCC2(CC1)NC(=O)N(CC(=O)NCc1ccc(Cl)cc1)C2=O (configuration not stated)
i | i | COc1cc(OC)cc(-c2c(C#Cc3ccsc3)c3cc(-c4ccc5c(c4)OCCO5)ccc3n2C)c1
i | i | Cc1noc(C)c1COc1ccccc1C(=O)N1CCN(S(=O)(=O)c2ccccc2Br)CC1
i | i | O=C(N/N=C/c1ccc2c(c1)OCO2)c1cc(-c2ccco2)nc2ccccc12
i | i | COc1cccc(NC(=O)CN(C)C(=O)c2ccc(OCC3CCCO3)cc2)c1 (configuration not stated)
i | i | Cn1c(N)c(C(=O)COC(=O)c2ccccc2C(=O)c2ccccc2)c(=O)n(C)c1=O
i | i | CC(Sc1ncnc2c1cnn2-c1ccccc1)C(=O)Nc1ccc(N2CCOCC2)cc1 (configuration not stated)
i | i | CC(C)NC(=O)N(C)C[C@H]1Oc2ccc(NC(=O)Nc3ccc(C(F)(F)F)cc3)cc2C(=O)N([C@H](C)CO)C[C@@H]1C
i | i | O=C(Nc1nccs1)C1=COCCO1
i | i | CC(=O)N1CCN(c2ccc(NCc3ccc(Br)o3)cc2)CC1
i | i | Cn1c(SCC(=O)Nc2ccc(C(=O)O)cc2)nc2scc(-c3ccccc3Cl)c2c1=O
i | i | CC(C(=O)Nc1ccc2[nH]c(=O)[nH]c2c1)N1CCN(Cc2ccc3c(c2)OCO3)CC1 (configuration not stated)
i | i | CC1CC1C(=O)N1CCN(S(=O)(=O)c2cc(C(F)(F)F)cc(C(F)(F)F)c2)CC1 (configuration not stated)

Following part
ANO1 activ | KCNK3 block | SMILES
i | i | CC(NC(=O)COC(=O)c1cccnc1Cl)C12CC3CC(CC(C3)C1)C2 (configuration not stated)
i | i | CCOC(=O)/C=C1\SCC(=O)N1CC(=O)Nc1cc(S(=O)(=O)N(C)C)ccc1C
i | i | CC(=O)C(Cc1ccccc1)NC(=O)COc1ccc2c(c1)OCO2 (configuration not stated)
i | i | O=[N+]([O-])c1ccc2nc[nH]c2c1
i | i | O=C(NCc1ccccc1CN1CCOCC1)c1ccc(-n2cccn2)cc1
i | i | C[C@H]1CN([C@@H](C)CO)C(=O)c2cccc(NC(=O)C3CC3)c2O[C@H]1CN(C)S(=O)(=O)c1cccs1
i | i | O=C(O)C(c1ccccc1)C1(O)CCC1 (configuration not stated)
i | i | CCCCOc1ccc(C(=O)NCC(=O)NNC(=O)c2ccco2)cc1
i | i | O=C1CN(C(=O)COC(=O)c2ccco2)c2ccccc2N1
i | i | CN(C(=O)c1ccc(NC(=O)Cc2cccc(NC(=O)C3CCCN(C(=O)C4CC4)C3)c2)cc1)C1CCCC1 (configuration not stated)
i | i | O=C(CN1C(=O)NC2(CCCCCC2)C1=O)Nc1ccc([N+](=O)[O-])cc1
i | i | CC[C@H](C)[C@H](NC(=O)OCc1ccccc1)C(=O)OCC(=O)N1CCN(c2ccc(F)cc2)CC1
i | i | COc1ccc(OCC(=O)Nc2cccc(S(=O)(=O)N(C)c3ccccc3)c2)c([N+](=O)[O-])c1
i | i | Cc1cc(C)n2nc(C(=O)OCC(=O)Nc3ccc4c(c3)OCCO4)nc2n1
i | i | COc1cccc(NC(=O)CN(C)CC(=O)NCC(=O)Nc2ccc(F)cc2)c1
i | i | CSCCC(NS(=O)(=O)c1ccccc1F)C(=O)NCC(c1ccco1)N(C)C (configuration not stated)
i | i | COc1ccc(S(=O)(=O)N2CCCCCC2)cc1C(=O)Nc1ccc(C(=O)N(C)C)cc1
i | i | CN(C)C(CNC(=O)c1ccc2nccnc2c1)c1ccco1 (configuration not stated)
i | i | Nc1nc(SCC(=O)Nc2ccc(Cl)c([N+](=O)[O-])c2)n[nH]1
i | i | CC(=O)c1ccc(S(=O)(=O)N(C)CC(=O)NCc2ccco2)cc1
i | i | CCOC(=O)C(CCc1ccccn1)c1ccccc1 (configuration not stated)
i | i | O=C(O)c1cc(S(=O)(=O)NCCOc2ccccc2)ccc1Cl
i | i | Cc1cc(C)c(NC(=O)CN(C)CC(=O)N(C)CC(=O)Nc2c(Cl)cccc2Cl)c(C)c1
i | i | C[C@@]12C(=O)Nc3ccc(F)cc3C(=O)N1[C@H]1c3cc(Cl)ccc3OC[C@@H]1[C@@H]2c1ccccc1
i | i | CC[C@H]1c2[nH]c3ccc(C(C)C)cc3c2[C@@H]2CCN3C(=O)CCC[C@H]1[C@H]23
i | i | Cc1n[nH]c2ccccc2c1=O

Reformatted as labelled records: 4 of the compounds above
Cc1cc(C)c(NC(=O)CN(C)CC(=O)N(C)CC(=O)Nc2c(Cl)cccc2Cl)c(C)c1
- ANO1 activ: i
- KCNK3 block: i

COc1ccc(OCC(=O)Nc2cccc(S(=O)(=O)N(C)c3ccccc3)c2)c([N+](=O)[O-])c1
- ANO1 activ: i
- KCNK3 block: i

Cc1cc(C)n2nc(C(=O)OCC(=O)Nc3ccc4c(c3)OCCO4)nc2n1
- ANO1 activ: i
- KCNK3 block: i

COc1cccc(NC(=O)CN(C)CC(=O)NCC(=O)Nc2ccc(F)cc2)c1
- ANO1 activ: i
- KCNK3 block: i
